TRPM1 prom inh: inhibitors of MITF-driven TRPM1 promoter in melanoma cells. SK-MEL-5 TRPM1 promoter luciferase, 24 h. inhibition, % at 12.5 µM. 330,000 compounds, 0.83% hits. AID 488899;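 active = mean inhibition across replicates of 60% or more, whatever share of single replicates reaches that level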; note: values of inactives mirror those of a sister screen read the other way
Shn3 3UTR inh: inhibitors of Schnurri-3 3'UTR reporter in osteoblasts | AID 588674 | 360,000 compounds, 0.52% hits | Clone20 osteoblast Shn3 3'UTR firefly luciferase, 24 h | inhibition, % at 12.5 µM;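 active = mean inhibition of at least 75% with every replicate also reaching 75%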;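 note: 0% = median of neutral control wells and 100% = pilot-screen positive control compound; some compounds past the cut are filed as inactive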
HIF-2a inh: HIF-2a inhibition. 786-0 RCC cells HIF-2a reporter, luciferase luminescence, overnight. 360,000 compounds, 0.72% hits. inhibition, % at 18.8 µM;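 active = inhibition of the luminescence signal of 40% or more relative to plate controls, in a single-dose primary screen at 18.75 µM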
hiPSC survival: enhancers of human iPSC single-cell survival | 360,000 compounds, 0.044% hits | survival enhancement, % at 20 µM | hiPSC single-cell survival, ATPlite luminescence; 100% = ROCK inhibitor wells, 0% = DMSO | AID 602274; in the data active = survival enhancement above about 18%;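 note: cells exposed to compounds for 16 hours before the ATP read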
NR2E3 ag-1: agonists of human NR2E3 nuclear receptor; Q9Y5X4; CHO-S Gal4-NCOR/VP16-NR2E3 two-hybrid, luciferase; inhibition of corepressor binding, % at 3.98 µM; 360,000 compounds, 0.35% hits; AID 602229;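 active = inhibition above the mean of all tested compounds plus 3 SD, cut at about 70% in these data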;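 note: 0% = DMSO with NR2E3 transfected cells and 100% = cells lacking NR2E3 construct; higher means lower luciferase signal from less NR2E3 corepressor binding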
H9c2 protect: modulators protecting cardiomyocytes from myocardial damage; H9c2 cardiomyocytes, H2O2 injury protection, ATPLite, 2 h; protection from H2O2 cell death, % at 20 µM; 360,000 compounds, 0.63% hits;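 active = compounds giving at least 50% protection of heart cells from peroxide-induced death in the single-dose screen, raw or plate-pattern-corrected value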;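 note: 0% = DMSO wells with peroxide and 100% = DMSO wells without peroxide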
CaV13 FRET inh: Primary screen for inhibitors of IQ motif and Ca2+-dependent inactivation inhibitor domain binding in CACNA1D, Förster resonance energy transfer in living cells, … | HEK cells, CFP/YFP FRET ICDI-IQ, plate reader, 10 min; percent FRET-ratio fall versus neutral wells | 340,000 compounds, 0.098% hits | inhibition, % at 12.3 µM | AID 743397;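 active = mean replicate inhibition of at least 30% and at least 1% of replicates passing that level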;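 note: 0% = median of the neutral control wells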
HTR2A ag: agonists of mouse serotonin 5-HT2A receptor (HTR2A) | P35363 | AID 624169 | activation, % at 7.6 µM | 360,000 compounds, 0.66% hits | CHO-K1 mHTR2A beta-arrestin complementation, luminescence; percent of 30 µM serotonin response;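 active = activation above a run cutoff, the mean activation of all tested compounds plus 3 SD, cut at about 14% in these data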;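 note: 0% = plate median of compound wells and 100% = 30 µM serotonin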
Target sequence (P35363 whole entry, looked up): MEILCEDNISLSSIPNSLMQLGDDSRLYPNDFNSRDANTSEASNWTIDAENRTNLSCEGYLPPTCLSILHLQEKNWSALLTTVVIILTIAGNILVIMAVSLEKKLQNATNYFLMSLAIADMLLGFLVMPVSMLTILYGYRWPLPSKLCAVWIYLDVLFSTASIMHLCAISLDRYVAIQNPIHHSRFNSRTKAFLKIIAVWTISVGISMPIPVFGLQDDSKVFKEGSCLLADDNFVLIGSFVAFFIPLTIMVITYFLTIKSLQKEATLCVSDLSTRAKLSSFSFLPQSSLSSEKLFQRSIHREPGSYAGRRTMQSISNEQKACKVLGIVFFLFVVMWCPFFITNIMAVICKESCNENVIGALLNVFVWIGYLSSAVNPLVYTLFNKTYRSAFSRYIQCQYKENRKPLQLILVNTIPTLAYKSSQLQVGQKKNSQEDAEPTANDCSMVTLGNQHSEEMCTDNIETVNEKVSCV
NR2E3 ag-2: activates human photoreceptor nuclear receptor NR2E3; Q9Y5X4; 320,000 compounds, 0.12% hits; GST-NR2E3/biotin-RetCOR TR-FRET, 1536-well; AID 2300; inhibition of corepressor binding, % at 4.78 µM;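 active = percent inhibition above the cutoff of mean plus 3 SD of all tested compounds, set per screening campaign, cut at about 20% in these data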;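 note: 0% = DMSO wells and 100% = biotin wells as full block of FRET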
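Assay system: NR2E3–RetCOR corepressor complex. Quantity: 1.35 nM GST-NR2E3. Buffer or medium: pH 7.5 Tris-based buffer. Reagent: biotinylated RetCOR corepressor at 7 nM final. Schedule: 5 h at 4 °C. Detection: TR-FRET, emission read at 617 and 671 nm. Replicates: one well per compound, singlicate testing.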
PDI inh: blocks human protein disulfide isomerase activity; PDI insulin aggregation turbidity, A650, 90 min; inhibition, % at 10 µM; 350,000 compounds, 0.052% hits;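 active = mean inhibition across replicates of 30% or more, whatever share of single replicates reach that level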;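 note: absorbance from insulin aggregation driven by PDI reduction with DTT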
Target sequence (P07237 whole entry, looked up): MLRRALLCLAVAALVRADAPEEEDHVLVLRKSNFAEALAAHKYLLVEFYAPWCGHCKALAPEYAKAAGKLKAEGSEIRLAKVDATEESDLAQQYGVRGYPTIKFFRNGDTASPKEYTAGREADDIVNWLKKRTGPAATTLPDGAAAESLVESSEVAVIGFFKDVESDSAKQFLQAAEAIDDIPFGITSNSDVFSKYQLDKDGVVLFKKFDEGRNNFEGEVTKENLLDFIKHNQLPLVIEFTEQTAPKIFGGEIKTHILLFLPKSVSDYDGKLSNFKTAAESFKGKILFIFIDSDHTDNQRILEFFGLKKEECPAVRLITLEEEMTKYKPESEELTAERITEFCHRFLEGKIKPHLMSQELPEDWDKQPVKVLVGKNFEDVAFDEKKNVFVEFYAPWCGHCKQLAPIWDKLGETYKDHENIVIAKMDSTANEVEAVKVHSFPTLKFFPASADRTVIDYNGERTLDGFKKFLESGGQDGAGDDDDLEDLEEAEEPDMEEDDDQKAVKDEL
Peg3 promoter: reduces Peg3 promoter-driven luciferase expression in HeLa | HeLa PEG-Prom luciferase reporter, luminescence, overnight | inhibition, % at 20 µM | 360,000 compounds, 1.7% hits;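 active = inhibition of at least 50% at 20 µM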
Numbers without * were called inactive; . = not tested or not shown.

Each structure is followed by: TRPM1 prom inh | Shn3 3UTR inh | HIF-2a inh | hiPSC survival | NR2E3 ag-1 | H9c2 protect | CaV13 FRET inh | HTR2A ag | NR2E3 ag-2 | PDI inh | Peg3 promoter
1) Cc1c(C(=O)NCc2ccc(F)cc2)sc(=O)n1Cc1ccccc1
  . | 18.6 | -4.5 | -0.7 | -7.7 | -2.3 | 29.2 | 1.9 | . | -3.9 | 15.4
2) COc1ccc(-c2csc(C(C)(O)c3ccc(F)c(F)c3)n2)cc1OC (stereo not drawn)
  . | -0.6 | -43.2 | 2.0 | -17.4 | -6.1 | -4.2 | -4.5 | . | 15.7 | -5.5
3) COC(=O)CSc1nc2ccccn2c(=O)c1C=O
  -10.5 | -59.4 | -138.5 | -1.3 | -32.3 | -0.2 | -6.4 | -0.8 | 1.6 | -1.8 | -142.4
4) CCNC(=O)CSc1nnc(-c2ccccc2)n1-c1ccc(OCC)cc1
  7.1 | 9.4 | 1.5 | 6.1 | -8.1 | 5.1 | -9.2 | 1.3 | 0.3 | 0.2 | -25.2
5) Cc1nn(CCCC(=O)Nc2cc(Oc3ccc(F)cc3)cc([N+](=O)[O-])c2)c(C)c1[N+](=O)[O-]
  12.5 | 31.9 | 20.6 | -0.4 | -18.5 | 3.4 | -2.5 | -5.1 | -1.2 | 6.6 | 14.0
6) CC(C)c1ccc(NC(=O)[C@H](NC(=O)[C@@H]2Cc3ccccc3CN2)c2ccccc2)cc1
  -3.7 | -4.1 | -68.4 | -0.4 | -18.6 | 1.2 | -7.5 | -2.6 | 3.0 | 8.3 | -68.4
7) O=c1[nH]cnc2[nH]ncc12
  4.2 | 25.4 | -3.8 | -1.3 | -11.9 | -0.6 | -3.6 | 0.1 | 5.6 | 0.1 | -1.1
8) COc1ccc(C2CCCN2C(=S)Nc2ccc(C)cc2Cl)cc1OC (stereo not drawn)
  -11.2 | 17.4 | -85.9 | -0.1 | -0.7 | -11.8 | 6.9 | 5.6 | 1.9 | -1.7 | -34.4
9) COc1ccc(OC)c(NC(=O)COC(=O)CCCN=C2NS(=O)(=O)c3ccccc32)c1
  0.4 | -12.4 | -2.0 | -1.6 | -17.9 | 2.2 | -11.3 | -4.7 | . | 7.2 | -3.7
10) Cc1cc(NC(=O)COC(=O)[C@@H](NS(=O)(=O)c2ccccc2)C(C)C)no1
  3.7 | -2.6 | 10.5 | -0.1 | -9.4 | 1.2 | -4.4 | 5.9 | 0.3 | 0.7 | 4.0
11) COc1ccc(C(=O)Nc2ccc(Nc3ccccc3)cc2)cc1OC
  1.3 | -11.2 | -6.9 | 0.2 | -2.1 | 7.1 | -3.9 | -4.5 | 1.4 | -2.9 | -4.6
12) Cn1c(=O)c2c(nc(N3CCCCC3)n2CCSc2nc3ccccc3s2)n(C)c1=O
  -17.8 | 36.3 | -3.6 | -1.2 | 3.5 | 16.4 | -6.5 | -0.6 | 4.3 | -5.5 | 38.3
13) C=CCNC(=O)c1cc(-c2ccncc2)nc2c(C)cc(C)cc12
  -1.0 | 0.2 | 12.4 | 0.4 | -15.1 | 7.4 | -3.0 | 2.6 | -0.8 | -4.0 | 3.0
14) Cc1ccc(NC(=O)CSCC(=O)NC2(C)CCS(=O)(=O)C2)cc1 (stereo not drawn)
  -3.2 | -3.8 | 3.4 | -0.7 | -48.8 | -2.6 | -2.8 | 3.5 | 3.8 | -8.8 | -2.8
15) Cc1ccc(S(=O)(=O)N2C[C@H]3N(C(=O)OC(C)C)N(C(=O)OC(C)C)C[C@H](OC(=O)NC4CCCC4)[C@@]3(O)C2)cc1
  . | 6.4 | 3.7 | 7.8 | 7.5 | 8.6 | -8.7 | -3.6 | . | 1.3 | 7.7
16) N#C/C(=C1\C(=O)Nc2c(Cl)cc(Cl)cc21)c1nnc2n1CCCCC2
  13.3 | 21.1 | -2.8 | -3.2 | 14.6 | -3.8 | -8.0 | 3.5 | 2.8 | 4.7 | -7.9
17) Cc1ccccc1CNC(=O)C(=O)NCCC1CCCCN1S(=O)(=O)c1cccs1 (stereo not drawn)
  8.1 | 17.3 | 13.8 | 0.4 | -3.6 | -7.2 | -4.5 | -1.3 | -2.4 | -5.4 | 10.8
18) O=C(CCl)Nc1ccccc1C(=O)c1ccccc1
  15.4 | -36.6 | -0.1 | 0.5 | -11.8 | -6.2 | -5.5 | -2.6 | 1.3 | -3.7 | -8.1
19) O=C(C[C@@H]1C/C=C\CCC(=O)OC[C@H](Cc2ccccc2)NC1=O)N[C@@H](CO)Cc1ccccc1
  2.1 | 3.4 | 11.9 | -2.4 | -26.4 | -4.6 | -1.0 | 5.0 | . | 2.0 | 1.6
20) CCCNC(=O)C1(C)CCCN(C(=O)c2cccc(C(F)(F)F)c2)C1 (stereo not drawn)
  . | -32.0 | 9.2 | -1.0 | 12.9 | 7.4 | -3.3 | 5.1 | . | 8.5 | -4.5
21) Cc1ccc(OCC(=O)Nc2nnn(C)n2)c(C)c1
  -16.2 | -31.1 | -72.0 | 0.9 | 2.2 | -7.4 | . | -2.7 | -2.9 | 1.0 | -47.0
22) CC1CCN(C(=O)c2cc3nc(-c4ccccc4)cc(-c4ccccc4)n3n2)CC1
  -2.7 | 20.0 | 11.1 | -0.1 | -52.6 | -14.7 | -5.0 | -0.9 | 0.1 | 1.4 | 17.0
23) COC(=O)C1=C(N)Oc2cc(N(C)C)ccc2C1c1ccccc1OC (stereo not drawn)
  19.1 | 13.0 | 11.3 | -4.3 | 7.2 | 3.5 | -6.6 | -4.5 | -2.3 | 2.0 | 19.6
24) CCOC(=O)c1ccc(NC(=O)c2cc(S(=O)(=O)N3CCOCC3)cn2C)cc1
  . | -20.9 | -8.4 | -0.6 | -12.8 | -2.8 | 3.2 | 3.1 | 2.4 | . | 9.7
25) CC(C)(C)c1ccc(NC(=O)CSc2n[nH]c(=O)n2-c2cccnc2)cc1
  2.3 | 1.3 | 7.6 | -0.2 | -19.7 | -0.4 | . | -4.8 | 1.8 | 0.0 | 18.2
26) CCN(CC)S(=O)(=O)c1ccc2c(c1)nc(CCC(=O)Nc1ccccc1Cc1ccccc1)n2CC
  16.2 | 31.8 | 22.5 | -0.8 | -16.1 | 10.9 | -4.9 | -0.9 | 0.7 | -5.3 | 33.8
27) CN(CC(=O)NCC(=O)Nc1ccc(F)c(F)c1F)C1CCS(=O)(=O)C1 (stereo not drawn)
  0.9 | -1.0 | 8.6 | -2.0 | -5.7 | -3.2 | -2.4 | -2.9 | -0.7 | -2.0 | 7.5
28) O=C(CNC(=O)c1ccccc1F)NC1CC1
  -1.6 | -17.8 | -8.7 | 0.3 | -0.2 | 1.8 | -4.0 | -3.9 | -0.5 | -0.4 | -22.5
29) Cc1ccc(NS(=O)(=O)c2ccc3c(c2)NC(=O)CCS3)c(C)c1
  5.5 | 31.2 | 9.9 | -0.6 | 16.8 | -3.2 | -1.3 | -7.1 | -1.5 | -7.5 | 35.0
30) Cc1cc(OCCCCn2ccnc2)cc(C)c1Cl
  -10.6 | 9.8 | 7.7 | 1.1 | -17.0 | -13.6 | -6.6 | -1.4 | 2.0 | 1.3 | 12.5
31) O=C(Nc1nc2ccccc2n1CCN1CCOCC1)c1ccc(COc2ccccc2Br)o1
  -7.9 | 19.2 | -2.8 | 1.8 | -9.9 | 2.3 | -3.4 | -10.0 | 5.6 | 15.8 | 1.2
32) Cc1ccc(S(=O)(=O)N2CCN(C(=O)c3ccc(-n4cncn4)c([N+](=O)[O-])c3)CC2)cc1
  -0.8 | -9.5 | 11.5 | -0.4 | 7.4 | -4.0 | -4.9 | -1.5 | -1.8 | -2.8 | -2.7
33) CCCCOP(=O)(c1ccc(N(C)C)cc1)C(O)c1ccc(OC)c(OC)c1 (stereo not drawn)
  -1.6 | -11.0 | 20.3 | 1.3 | 0.4 | 3.9 | -17.3 | 0.0 | 0.4 | -0.3 | 21.1
34) c1ccc(SC23CCCCN(CCC2)C32OCCO2)cc1 (stereo not drawn)
  . | . | 7.1 | -0.4 | -17.4 | . | -2.0 | 1.9 | . | . | .
35) Clc1cccc(-c2ccc3ncnc(NCc4cccnc4)c3c2)c1
  2.3 | 13.7 | 21.4 | 5.3 | 23.2 | 2.1 | -6.6 | 5.9 | . | -0.2 | 28.4
36) NS(=O)(=O)c1cccc(NC(=O)CSc2nnnn2-c2ccccc2)c1
  -4.0 | 17.5 | -8.5 | 0.0 | -3.5 | 4.1 | -4.1 | 0.2 | -2.1 | 3.5 | 2.4
37) Cc1onc(-c2ccccc2)c1-c1nnc(COC(=O)c2ccc(N(C)C)cc2)o1
  . | 45.0 | 6.2 | -1.6 | -0.3 | -2.1 | -8.4 | -6.2 | . | -0.9 | 33.9
38) O=C(NCCN1CCOCC1)C1CCN(S(=O)(=O)N2CCCC2)CC1
  7.4 | 8.5 | 12.3 | -1.3 | -24.5 | -0.9 | -3.8 | 3.7 | -0.7 | 0.4 | 9.2
39) NS(=O)(=O)c1ccc(CNS(=O)(=O)c2ccc3ccccc3c2)cc1
  4.6 | 3.6 | 21.0 | -0.4 | -19.7 | 3.7 | -5.6 | -5.1 | 1.3 | -7.2 | 8.7
40) Cc1ncc(COCc2ccccc2)c(CO)c1OCc1ccccc1
  -19.5 | 74.2 | -60.5 | -2.0 | -39.3 | 0.8 | -9.6 | 1.5 | . | -3.3 | -27.1
41) COc1ccc(N=C2C(=O)Nc3ccccc32)cc1
  2.0 | -22.7 | -34.0 | -2.3 | -30.4 | -8.3 | -3.7 | 3.0 | -3.3 | -1.8 | 1.1
42) COc1ccc(-c2cc(C(F)(F)F)nc(SCC(=O)NCc3cccs3)n2)cc1OC
  -5.9 | 0.6 | 6.6 | 3.0 | 2.9 | -2.0 | -4.9 | -7.3 | 2.5 | -6.1 | -1.1
43) COc1ccc(-c2ccc3c(c2)C2CC3CCN2C(=O)C(C)(C)C)cc1 (stereo not drawn)
  -7.6 | -2.7 | -13.7 | 1.3 | 7.3 | -21.5 | -4.0 | 3.9 | . | 1.5 | 15.1
44) CCc1cccc(C)c1NC(=O)CCCSc1nc2ccccc2s1
  12.6 | 25.9 | 14.5 | -0.5 | -3.5 | -4.2 | -8.0 | -2.4 | 0.4 | 7.3 | 9.6
45) Cc1cc(NC(=O)c2cc(-c3ccccc3)on2)no1
  4.4 | -13.2 | -105.7 | 0.9 | -15.7 | 12.9 | . | 1.0 | 2.4 | -4.7 | -91.5
46) N#Cc1ccc(-c2nc3c(Cl)cc(C(F)(F)F)cn3c2Cc2ccccc2C(F)(F)F)cc1
  . | . | 5.4 | -0.4 | -26.4 | . | -7.1 | 0.0 | . | . | .
